SIAE primary = human SIAE inhibitors, primary screen, biochemical, fluorescence polarization, FP-Rh probe, 1536-well HTS | AID 1053197, 2014 | 370,000 compounds, 0.69% hits | inhibition, % at 9.66 µM | SIAE FP-Rh probe binding;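 active = inhibition above a cutoff: mean of compounds within the control limits plus 3 SD of those, cut at about 17% in these data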;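 also: 0% = plate median of compound wells and 100% = probe without SIAE protein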
TCR CD3 inh = inhibitors of human TCR-CD3 interaction, primary screen, biochemical, fluorescence, TAMRA-labeled TCR probe; T-cell receptor (TCR); inhibition, % at 9.4 µM; AID 651800, 2012; 360,000 compounds, 0.37% hits; in the data active = inhibition above about 19%;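 also: recombinant mutant TCR 2C K166C tagged with TAMRA read by polarization; 0% = receptor in buffer alone and 100% = receptor with positive control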
LEDGF integ inh = blockers of LEDGF/p75-dependent integrase strand transfer – biochemical, TR-FRET, high throughput, primary screen. inhibition, % at 3.7 µM. HIV-1 integrase (with human LEDGF/p75). TR-FRET IN-LEDGF/p75 DNA integration, Eu/Cy5. 370,000 compounds, 0.64% hits. AID 743269, 2014;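 active = inhibition above the screen-wide mean plus 3 SD, cut at about 13% in these data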;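 also: signal is the Cy5 over europium emission ratio at 671 and 618 nm; 0% = plate median of compound wells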
MBD2 inh = inhibitors of MBD2 binding to methylated DNA, primary screen, biochemical, TR-FRET, DNA-binding domain, human; MBD2 binding to methylated oligonucleotide; inhibition, % at 4.4 µM; Methyl-CpG-binding domain protein 2 (Homo sapiens), Q9UBB5; 370,000 compounds, 0.31% hits; in the data active = inhibition above about 13%
DDE Tn6 FP inh = inhibitors of Tn6 peptide binding to fibrin DD(E), primary screen, biochemical, fluorescence polarization, human fibrin, Tn6 probe. Fibrin DD(E) TRITC-Tn6 fluorescence polarization displacement. 370,000 compounds, 0.21% hits. inhibition, % at 8.3 µM. Fibrinogen beta chain (Homo sapiens), P02675;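 active = inhibition above a per-campaign cutoff: mean of compounds within control limits plus 3 SD, cut at about 15% in these data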;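 also: 0% = median of all compound wells on the plate and 100% = blocking peptide control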
Target sequence (P02675 whole entry, looked up): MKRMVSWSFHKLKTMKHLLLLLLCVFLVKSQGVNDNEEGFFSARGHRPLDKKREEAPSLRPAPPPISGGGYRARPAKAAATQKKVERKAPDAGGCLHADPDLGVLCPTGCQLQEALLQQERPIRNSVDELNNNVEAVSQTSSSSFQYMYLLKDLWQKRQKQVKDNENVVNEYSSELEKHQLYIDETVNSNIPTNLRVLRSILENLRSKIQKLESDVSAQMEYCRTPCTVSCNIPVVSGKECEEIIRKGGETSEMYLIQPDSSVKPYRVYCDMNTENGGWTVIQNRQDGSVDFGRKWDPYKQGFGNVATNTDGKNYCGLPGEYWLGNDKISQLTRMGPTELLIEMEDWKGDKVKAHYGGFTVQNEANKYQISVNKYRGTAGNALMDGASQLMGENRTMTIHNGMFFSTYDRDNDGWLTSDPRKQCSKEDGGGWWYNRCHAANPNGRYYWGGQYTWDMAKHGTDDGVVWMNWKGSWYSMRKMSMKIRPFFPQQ
Tn7 DDE FP = inhibitors of Tn7 peptide binding to fibrin DD(E), primary screen, biochemical, fluorescence polarization, human fibrin, Tn7 probe; Fibrinogen beta chain (Homo sapiens), P02675; FP displacement of FITC-Tn7 peptide from fibrin DD(E); 0% = median of compound wells per plate; inhibition, % at 8.3 µM; 370,000 compounds, 0.13% hits; AID 720508, 2013;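 active = inhibition above the mean of compounds falling within the control limits plus 3 SD of them, cut at about 14% in these data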;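 also: 0% = plate median of compound wells and 100% = 10 µM Aha-Tn7 peptide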
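Test system – human fibrin DD(E) · Times – 10 min preincubation, 3 h with tracer, room temperature · Detection – fluorescence polarization of the labelled Tn7 tracer · Measure – percent inhibition normalized to high-control wells · Benchmarks – high control wells with 10 µM unlabelled Aha-Tn7 peptide (full inhibition) · Repeats – singlicate testing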
UHRF1 MBD2 ctr = UHRF1 methylated DNA binding inhibitors, primary screen, counter-screen for MBD2 inhibitor project, biochemical, TR-FRET, human UHRF1, single concentration. inhibition, % at 4.4 µM. AID 687016, 2013. 370,000 compounds, 0.75% hits. UHRF1 binding to methylated oligo. E3 ubiquitin-protein ligase UHRF1 (Homo sapiens), Q96T88; in the data active = inhibition above about 21%;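 also: UHRF1 SRA domain binding a hemimethylated CpG hairpin DNA probe; 0% = median of test compound wells and 100% = reference inhibitor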
PRMT1 inh = PRMT1 methyltransferase inhibitors, primary screen, biochemical, fluorescence polarization | Protein arginine N-methyltransferase 1 (Homo sapiens), Q99873 | recombinant PRMT1, activity-based probe fluorescence polarization | inhibition, % at 2.79 µM | 370,000 compounds, 1.3% hits | AID 652257, 2013;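 active = inhibition above about 21% made by adding two undisclosed values, limit read from the data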
proKLK7 act = proKLK7 zymogen activators, primary screen, biochemical, fluorescence intensity; Kallikrein-7 (Homo sapiens), P49862; purified proKLK7, EDANS-DABCYL substrate fluorescence; 100% is mature enzyme control, 0% vehicle; activation, % at 7 µM; 370,000 compounds, 0.9% hits; AID 652039, 2013;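 active = activation above the mean of all tested compounds plus 3 SD, computed per campaign excluding outliers beyond control limits, cut at about 13% in these data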
TDP2 inh = human TDP2 enzyme inhibitors, primary screen, biochemical, epi absorbance, recombinant enzyme; Tyrosyl-DNA phosphodiesterase 2 (Homo sapiens), O95551; T5PNP hydrolysis, p-nitrophenol absorbance 415 nm; AID 720702, 2013; 370,000 compounds, 0.34% hits; inhibition, % at 12.8 µM;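 active = inhibition above the mean of all tested compounds plus 3 SD, set per campaign, cut at about 25% in these data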;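 also: 0% = DMSO with enzyme and 100% = buffer with substrate but no TDP2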
Target sequence (O95551 whole entry, looked up): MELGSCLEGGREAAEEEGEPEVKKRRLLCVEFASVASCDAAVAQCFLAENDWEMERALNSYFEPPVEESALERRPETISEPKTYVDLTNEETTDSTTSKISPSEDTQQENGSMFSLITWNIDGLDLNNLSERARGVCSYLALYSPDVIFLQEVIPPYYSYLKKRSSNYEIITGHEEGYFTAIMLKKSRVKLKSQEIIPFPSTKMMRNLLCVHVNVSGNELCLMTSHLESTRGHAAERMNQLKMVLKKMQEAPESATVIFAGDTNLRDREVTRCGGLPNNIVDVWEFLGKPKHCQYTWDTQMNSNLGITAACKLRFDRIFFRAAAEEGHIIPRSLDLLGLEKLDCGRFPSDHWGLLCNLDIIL
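Assay system: Recombinant human TDP2 | Quantity: 120 nM TDP2 per well | Incubation: 2 h at 37 °C | Signal: Epi absorbance | Evaluation: Percent inhibition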
* marks the source's active call; other numbers are inactive results.

Results follow in this order: SIAE primary | TCR CD3 inh | LEDGF integ inh | MBD2 inh | DDE Tn6 FP inh | Tn7 DDE FP | UHRF1 MBD2 ctr | PRMT1 inh | proKLK7 act | TDP2 inh
> COCCNS(=O)(=O)c1ccc(F)c(OC)c1
  1 | 4 | 0 | -4 | 0 | 3 | 1 | 0 | 0.1 | 5
> Cc1ccc(S(=O)(=O)N2CCN(C(=O)COC(=O)c3ccccc3OC(F)F)CC2)c(C)c1
  9 | -4 | 1 | -1 | -1 | 0 | -2 | -1 | 0.8 | -4
> O=C(O)c1cn(-c2ccccc2)nc1-c1ccc(Cl)cc1
  -2 | 0 | 4 | 1 | -3 | -2 | 3 | -1 | 0.5 | 0
> CC(=O)Nc1ccc([N+](=O)[O-])c(CS(=O)(=O)c2ccc(C)cc2)c1[N+](=O)[O-]
  -1 | -1 | 2 | -4 | 9 | -3 | 1 | -1 | 0.1 | -2
> COCCNC(=O)C(c1ccc(Cl)cc1)N(Cc1ccco1)C(=O)CCC(=O)Nc1ccccn1 (stereo unspecified)
  3 | -1 | -5 | -4 | 2 | -3 | 1 | 1 | -0.3 | -4
> Clc1ccc(N=c2ssnc2Cl)cc1
  9 | -3 | 1 | 3 | 6 | 0 | -8 | 73* | 0.3 | 8
> O=C(NCCCN1CCCC1)[C@H](CSCc1ccccc1)N1Cc2ccccc2C1=O
  4 | 5 | -5 | 3 | 8 | 1 | 0 | 1 | 0.3 | 11
> O=C(COc1ccc(F)cc1Br)NCC1(N2CCCCC2)CCCCC1
  3 | 2 | -2 | -4 | -2 | -4 | 0 | -4 | 0.0 | 3
> COc1ccc(NS(=O)(=O)c2cccc(C(=O)NCC(c3ccco3)N3CCCC3)c2)cc1 (stereo unspecified)
  14 | 1 | 3 | -8 | 10 | -1 | -2 | 0 | -0.5 | 2
> CC(=O)c1c(C)n(-c2ccccc2)c2ccc(OCC(N)=O)cc12
  -3 | 1 | -4 | -4 | 2 | -2 | 0 | 4 | 0.1 | -3
> COc1ccc(S(N)(=O)=O)cc1C(=O)NCCCN1CCN(c2ccccc2OC)CC1
  0 | -4 | 3 | 10 | -3 | 9 | 12 | -4 | 0.3 | 6
> CC(Sc1ccc(S(=O)(=O)N2CCCCCC2)cn1)C(N)=O (stereo unspecified)
  -1 | -5 | -3 | 3 | 2 | 5 | 7 | 2 | 0.7 | -6
> CC(=O)Nc1ccc(S(=O)(=O)Nc2ccccc2C(=O)N2CCCC2)cc1
  1 | 0 | 5 | -5 | -2 | -3 | 1 | -7 | -0.2 | -17
> O=C(CSc1nnc(Cn2cnc3ccccc32)o1)c1ccccc1
  2 | 1 | 1 | -2 | -2 | -5 | 0 | 0 | 0.2 | 0
> CC(C)Cc1nc2sc3c(c2c(=O)n1N)CC(C(C)C)OC3 (stereo unspecified)
  -3 | 2 | 2 | -4 | 2 | 3 | 0 | -3 | -0.1 | 4
> CCCS(=O)(=O)N1CCC(C(=O)N2CCc3ccccc3C2)CC1
  6 | 3 | -2 | 3 | 0 | 6 | 0 | -2 | 0.2 | 10
> CCCCCCSc1ccc([C@H]2N[C@@](Cc3ccccc3)(C(=O)OC)[C@H]3C(=O)N(C)C(=O)[C@@H]23)cc1
  -1 | 1 | 8 | 14* | 0 | 7 | 20 | 9 | 0.8 | 21
> O=C(OCC(=O)N1CCCCC1)c1ccc(OC(F)(F)F)cc1
  -1 | -7 | 2 | 0 | -4 | -4 | -1 | -3 | 0.0 | 7
> CCOC(=O)CSc1nc2c(cnn2-c2ccc(Cl)cc2)c(=O)[nH]1
  0 | 7 | -3 | 2 | -4 | 4 | 0 | -2 | 0.1 | 16
> O=C(Nc1cc2c3c(c1)CC(=O)N3CCC2)c1ccc(Br)cc1
  -5 | 2 | -3 | -5 | 6 | -4 | 0 | 1 | 0.1 | -9
> Cc1ccc(C)c(NC(=O)CC2Oc3ccccc3NC2=O)c1 (stereo unspecified)
  11 | 5 | -3 | 4 | 7 | -1 | 1 | -4 | -0.2 | 10
> CC(Sc1nc2ccccc2[nH]1)C(=O)O (stereo unspecified)
  1 | 10 | -4 | -6 | -2 | 2 | -1 | -2 | 0.4 | -14
> COCCNC(=O)CCCCCn1c(=S)[nH]c2ccccc2c1=O
  -2 | -5 | -5 | 3 | 0 | -1 | 3 | 6 | -0.2 | -8
> CCN(CC)C(=O)C1=C(C)N(CCCN2CCCC2=O)C(=O)C(CC(=O)NCCN2CCOCC2)C1 (stereo unspecified)
  9 | -4 | 4 | 2 | -6 | -8 | 0 | 5 | -0.6 | -7
> CC(C)OCCCNc1ncnc2c1[nH]c1ccccc12
  1 | -4 | 6 | -1 | -3 | 4 | -1 | 1 | 0.4 | -2
> COc1cccc(C2/C(=C(\O)c3ccc(OC)c(OC)c3)C(=O)C(=O)N2c2cc(C)on2)c1 (stereo unspecified)
  0 | -4 | 3 | 1 | 1 | 3 | 4 | 6 | 0.8 | 0
> O=C1N=C(N2CCCCC2)S/C1=C\c1ccc(Cl)cc1
  -3 | 3 | -1 | 2 | 3 | 6 | -5 | -2 | -0.1 | 15
> COC(CNc1cc(=O)oc2ccccc12)OC
  -2 | 7 | 0 | -1 | -4 | -8 | 0 | 1 | 0.1 | -7
> CSC1CCCCC1(O)CSc1nc2c(cc1C#N)CCCC2 (stereo unspecified)
  1 | 3 | 3 | -2 | 6 | 2 | -2 | 14 | 0.2 | 11
> Nc1cccnc1Sc1cccc(Cl)c1
  0 | 4 | -4 | -6 | 10 | -9 | -2 | 31* | -0.1 | -9
> COc1cccc(N2CCC(N3CCN(C)C(CCO)C3)CC2)c1 (stereo unspecified)
  -2 | -3 | -3 | 1 | 7 | 0 | 0 | -1 | 0.1 | -12
> CCNC(=O)CC1C(=O)N(c2ccccc2)C(=O)N1CCC(C)C (stereo unspecified)
  -4 | 5 | -2 | 10 | -3 | 7 | 3 | 5 | 0.3 | -3
> CCOC(=O)c1ccc(S(=O)(=O)NCCNCc2ccccc2)cc1
  -3 | -8 | -2 | 5 | -3 | 10 | 5 | 6 | -0.7 | -9
> O=C(CSc1ccc(-c2ccco2)nn1)NCCc1ccccc1
  2 | 1 | 0 | -2 | -2 | 7 | -1 | -1 | 0.6 | 9
> Oc1ccc(C=NNC(=S)Nc2cccnc2)nc1
  2 | -8 | -2 | -8 | 4 | -2 | -8 | 3 | -4.5 | 6
> CC(=O)NCCOC(=O)c1nn(Cc2ccccc2)c(=O)c2ccccc12
  3 | 2 | 3 | -1 | 8 | -1 | 1 | -3 | -0.3 | 14
> Cc1cc(C)nc(NC(=O)c2ccc(C)c([N+](=O)[O-])c2)n1
  9 | -1 | -2 | 1 | -7 | 8 | -1 | -2 | 0.2 | 1
> O=C(C[n+]1ccccc1)N/N=C/c1cccs1
  3 | 0 | 3 | -2 | -6 | 0 | -4 | -4 | -0.3 | -1
> CCc1ccc(S(=O)(=O)NC(=S)Nc2ccccc2)cc1
  -1 | 1 | -1 | 0 | 0 | 2 | 2 | 0 | -0.1 | 4
> COc1cc(CNC(C)(C)C)ccc1OCC(=O)NC(C)(C)C
  -2 | 3 | -3 | -3 | 1 | -1 | 1 | -6 | -0.1 | -6

Some entries already given, reduced to SIAE primary, MBD2 inh and proKLK7 act:
smiles	SIAE primary	MBD2 inh	proKLK7 act
COc1cccc(C2/C(=C(\O)c3ccc(OC)c(OC)c3)C(=O)C(=O)N2c2cc(C)on2)c1 (stereo unspecified)	0	1	0.8
O=C1N=C(N2CCCCC2)S/C1=C\c1ccc(Cl)cc1	-3	2	-0.1

In a second layout: results already given
Molecule | SIAE primary | TCR CD3 inh | LEDGF integ inh | MBD2 inh | DDE Tn6 FP inh | Tn7 DDE FP | UHRF1 MBD2 ctr | PRMT1 inh | proKLK7 act | TDP2 inh
Cc1ccc(C)c(NC(=O)CC2Oc3ccccc3NC2=O)c1 (stereo unspecified) | 11 | 5 | -3 | 4 | 7 | -1 | 1 | -4 | -0.2 | 10
CCc1ccc(S(=O)(=O)NC(=S)Nc2ccccc2)cc1 | -1 | 1 | -1 | 0 | 0 | 2 | 2 | 0 | -0.1 | 4

The results go on:
Results follow in this order: SIAE primary | TCR CD3 inh | LEDGF integ inh | MBD2 inh | DDE Tn6 FP inh | Tn7 DDE FP | UHRF1 MBD2 ctr | PRMT1 inh | proKLK7 act | TDP2 inh
> CSc1nnc(SCC2=NNC(=O)SC2)s1
  7 | -2 | -5 | 0 | -3 | -7 | 4 | 0 | -0.1 | 9
> O=C(NCCO)C1COc2ccccc2O1 (stereo unspecified)
  9 | 3 | -2 | -3 | 0 | 3 | -1 | 0 | -0.5 | 4
> Cc1ccc(C(=O)NC(C)c2ccncc2)o1 (stereo unspecified)
  -2 | 4 | 3 | 0 | -2 | -3 | -4 | -4 | 0.5 | 16
> COc1ccc(/C=C(\NC(=O)c2ccco2)C(=O)Nc2ccc(C(C)=O)cc2)cc1
  6 | -5 | 1 | 6 | -5 | 4 | -2 | -1 | -0.4 | -11
> COc1ccc(C)cc1NC(=O)COC(=O)c1c(-c2ccccc2)noc1C
  4 | 4 | -2 | 2 | 3 | 5 | -1 | -3 | 0.3 | 6
> COc1ccc(-c2cc(C(F)(F)F)nc(N3CCN(Cc4ccccc4)CC3)n2)cc1OC
  -2 | 7 | 1 | -4 | 5 | -1 | 0 | 1 | -0.1 | 11
> COc1cccc(CN2CCNC(=O)C2CC(=O)N(C)Cc2nc(C)cs2)c1OC (stereo unspecified)
  0 | -6 | -3 | -3 | 6 | -1 | -3 | 6 | -0.3 | -5
> c1ccc(-c2nc3ccccc3n2C(c2ccccc2)c2nc3ccccc3[nH]2)cc1 (stereo unspecified)
  4 | 4 | 4 | -1 | -3 | -6 | -6 | -1 | -2.2 | -1
> COc1ccc(S(=O)(=O)N2CCCC(C(=O)NCCCn3ccnc3)C2)cc1OC (stereo unspecified)
  0 | -2 | -1 | 3 | 5 | 2 | -2 | 3 | 0.4 | 1

Screens deposited in PubChem by The Scripps Research Institute Molecular Screening Center.
